MITF primary: blocks human microphthalmia-associated transcription factor; 650,000 compounds, 0.91% hits; AlphaScreen MITF homodimerization, bead proximity signal; inhibition, % at 2.6 µM; AID 1259374; O75030; in the data active = inhibition above about 50%;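 note: 0% = vehicle wells with protein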
Target sequence (O75030 whole entry, looked up): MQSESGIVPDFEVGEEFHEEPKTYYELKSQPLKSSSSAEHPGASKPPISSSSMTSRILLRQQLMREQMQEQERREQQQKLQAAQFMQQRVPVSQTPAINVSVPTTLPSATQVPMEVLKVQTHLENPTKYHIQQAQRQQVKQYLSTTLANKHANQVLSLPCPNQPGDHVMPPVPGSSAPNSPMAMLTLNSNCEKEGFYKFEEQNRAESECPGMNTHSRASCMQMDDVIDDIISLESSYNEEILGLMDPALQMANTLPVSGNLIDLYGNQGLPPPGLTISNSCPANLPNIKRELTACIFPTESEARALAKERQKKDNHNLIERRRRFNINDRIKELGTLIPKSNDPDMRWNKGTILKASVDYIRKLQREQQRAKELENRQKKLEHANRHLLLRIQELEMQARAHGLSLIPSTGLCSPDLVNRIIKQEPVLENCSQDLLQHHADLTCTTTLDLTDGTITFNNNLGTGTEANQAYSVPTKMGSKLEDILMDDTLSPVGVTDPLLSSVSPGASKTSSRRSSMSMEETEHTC
TEAD-YAP block: TEAD-YAP interaction inhibition. 640,000 compounds, 1.4% hits. AID 1259422. inhibition, % at 9.12 µM. HEK-TIYL cells, TEAD-Gal4/YAP UAS-luciferase luminescence; in the data active = inhibition above about 32%;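 note: 0% = median of test compound wells and 100% = reference inhibitor wells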
FBW7 act: human FBW7 E3 ligase activation, primary screen. AlphaScreen FBW7–phospho-cyclin E peptide binding, activator screen. AID 1259310. 650,000 compounds, 0.13% hits. normalized activity (activation), % at 26.1 µM; in the data active = normalized activity above about 1.9%;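 note: purified mutant Fbw7 with reduced substrate affinity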
GPR151 activ: activators of human GPR151; PathHunter beta-arrestin GPR151 cells, luminescence; activation, % at 11.2 µM; 650,000 compounds, 1% hits; in the data active = activation above about 4.9%;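 note: 0% = median of compound wells and 100% = cells with positive control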
Active calls of the source: *; & = joins results of further samples.

smiles	MITF primary	TEAD-YAP block	FBW7 act	GPR151 activ
CCOC(=O)c1c(NC(=O)CCCN2C(=O)c3cccc4cccc(c34)C2=O)sc2c1CCCC2	-3	-3	-0.1	-0.1
O=C(/C=C\Nc1ccccc1[N+](=O)[O-])c1ccc(F)cc1	10	43*	-0.2	-1.4
COC(=O)C(CCSC)NC(=O)CCc1nnc(CCc2ccccc2OC)o1 (configuration not stated)	-7	0	0.0	0.4
CCCC1CCC(C2CCC(=O)CC2)CC1 (configuration not stated)	53*	-5	0.1	2.7
CC1(C)CC(=O)C2=C(C1)OC(N)=C(C#N)C2c1ccc(OCc2ccccc2)cc1 (configuration not stated)	3	-4	0.3	-1.6
CCN(CC)CCn1c2c(c(SCC(=O)Nc3cccc(Cl)c3)nc1=O)CCC2	-5	9	-0.2	-1.7
O=C(N/N=C/c1c(F)cccc1Cl)c1cccs1	9	-37	0.1	-0.9
COc1ccc(NC(=O)CSc2nnc(N)n2CC(=O)Nc2ccc(OC)cc2)cc1	-16	8	-0.2	0.3
Cc1cccc(N2CCN(S(=O)(=O)CCCNC(=O)COc3ccccc3C)CC2)c1	-15	6	-0.1	-0.3
CCOC(=O)c1sc(N=NC2=C(O)CC(C)(C)CC2=O)c(C(=O)OCC)c1C	-7	5	-0.1	-1.2

Copied from the list:
Value of COC(=O)C(CCSC)NC(=O)CCc1nnc(CCc2ccccc2OC)o1 (configuration not stated) in FBW7 act: 0.0
Value of CCCC1CCC(C2CCC(=O)CC2)CC1 (configuration not stated) in TEAD-YAP block: -5

Later entries.
smiles	MITF primary	TEAD-YAP block	FBW7 act	GPR151 activ
CCOc1ccccc1NC(=O)Cn1c(=O)n(C2CCCCC2)c(=O)c2cccnc21	-15	-1	0.2	-1.9
COc1ccc(/C(O)=C2\C(=O)C(=O)NC2c2ccc(OC)cc2)cc1 (configuration not stated)	15	-6	0.0	0.4
CC(/C=C/c1ccccc1)=N\Nc1nc2c(c(=O)n(C)c(=O)n2C)n1Cc1ccccc1	1	6	-0.1	0.2
Cc1ccc(NC(=O)c2sc3ncn(Cc4ccccc4Cl)c(=O)c3c2C)c(C)c1	19	6	0.6	-1.2
O=C(CCC1(Cc2ccc3c(c2)OCO3)CCC(=O)N1)NCc1ccc2nsnc2c1 (configuration not stated)	4	16	-0.1	0.0
COC(=O)Cc1c(C)c2ccc(OCc3ccc(F)cc3)cc2oc1=O	1	-19	0.0	-0.9
O=C(CCc1ccccc1Cl)NCC1CCC2(CCN(Cc3cccnc3)CC2)O1 (configuration not stated)	12	2	0.1	0.4
CCCOC(=O)C(C)Oc1ccc2c(=O)c(Oc3cc(C)ccc3C)coc2c1 (configuration not stated)	3	-3	0.2	0.8
CCN(CC)c1ccc(NC(=O)COc2ccc3ccccc3c2Br)cc1	-6	-2	-0.5	-1.0
CSc1ccccc1C(=O)Nc1nnc(C2=COCCO2)o1	9	6	-1.1	-1.0
O=C(CCNC(=O)/C(=C\c1ccco1)NC(=O)c1ccccc1)OCc1ccccc1	17	5	0.1	-1.2
O=C1CCCC2=C1C(c1cccc([N+](=O)[O-])c1)N(C(=O)c1ccccc1)c1ccccc1N2 (configuration not stated)	2	10	-0.1	1.0
CCCOCCOC(=O)C1=C(C)NC2=C(C(=O)CC(C)(C)C2)C1c1ccc([N+](=O)[O-])cc1 (configuration not stated)	-4&10	12&7	0.2&0.3	3.2&-2.4
O=C(O)CCC(=O)Nc1sc2c(c1C(=O)Nc1cccc3ccccc13)CCCCC2	4	-2	0.2	-1.9
CCN1C(=O)C(CC(=O)Nc2ccccc2OC(C)=O)SC1=Nc1ccc(C)cc1 (configuration not stated)	3	11	0.0	0.9
CCOC(=O)N1CCC(NC(=O)c2ccc3c(c2)NC(=O)C2CCCN32)CC1 (configuration not stated)	2	4	-0.1	2.2
CCCCC(=O)Nc1nnc(-c2ccco2)o1	20	-5	0.1	1.4
COC(=O)c1c(OCc2ccc(F)cc2)cc(=O)n2c1CCN(Cc1ccccc1)CC2	-22	-11	0.2	-0.3
Fc1ccc(CNCC2CCCCC2)cc1	26	-1	0.0	0.0
CCOC(=O)c1ccc(N=c2sc(C(=O)OC)cc(=O)n2C2CC2)cc1	-2	4	-0.3	0.8

4 entries from above, arranged by length of the SMILES, descending.
smiles	MITF primary	TEAD-YAP block	FBW7 act	GPR151 activ
CCCOCCOC(=O)C1=C(C)NC2=C(C(=O)CC(C)(C)C2)C1c1ccc([N+](=O)[O-])cc1 (configuration not stated)	-4&10	12&7	0.2&0.3	3.2&-2.4
O=C1CCCC2=C1C(c1cccc([N+](=O)[O-])c1)N(C(=O)c1ccccc1)c1ccccc1N2 (configuration not stated)	2	10	-0.1	1.0
O=C(O)CCC(=O)Nc1sc2c(c1C(=O)Nc1cccc3ccccc13)CCCCC2	4	-2	0.2	-1.9
CCOC(=O)c1ccc(N=c2sc(C(=O)OC)cc(=O)n2C2CC2)cc1	-2	4	-0.3	0.8

Later entries.
smiles	MITF primary	TEAD-YAP block	FBW7 act	GPR151 activ
CC(=O)N1CCC[C@H]1C(=O)NCC1Cc2cc(C)cc(-c3ccc(Cl)cc3)c2O1 (some centres not stated)	1	1	0.1	1.0
CN1CCN(C(=O)C2CC(=O)c3sc(NC(=O)c4cccs4)nc3C2)CC1 (configuration not stated)	-2	-8	-0.1	-1.6
O=C(O)CCCN(Cc1cccnc1)S(=O)(=O)c1ccc(Br)cc1	-6	3	0.0	0.2
COc1ccc(CN2CCN(C(=O)Cn3ncn4cccc4c3=O)CC2)c(OC)c1OC	8	-1	0.4	0.4
CC(C)(C)C1CCC(C(=O)Nc2ccc3ccccc3c2)CC1 (configuration not stated)	-4	-63	0.1	-0.4
O=[N+]([O-])c1cccc(/C=N\Nc2nc3ccc(Cl)cc3[nH]2)c1O	2	-6	-0.1	0.7
O=C(CNC(=O)c1ccccc1)OCc1ccccc1Cl	-9	2	0.0	-0.2
CCOC(=O)Cn1c(CN2CCc3ccccc3C2)nc2c1c(=O)n(C)c(=O)n2C	15	18	0.3	-0.1
N#Cc1ccc(Oc2ccc(O)cc2)cc1C#N	-1	-7	-0.1	2.1
CN1CCCCCC1=Nc1cccc(F)c1	10	-6	0.0	-0.3
CCC[C@@H]1NC(=O)[C@@H]2C[C@H](NC(=O)c3cccnc3Oc3ccc(Cl)cc3)CN2C1=O	-9	1	-0.2	-1.4
COc1ccccc1NC(=O)CSc1ncnc2c1sc1ccccc12	-3	0	0.0	0.3
O=C1NN(C(=O)COc2ccc(Br)cc2)C(c2ccc(Br)cc2)=CS1	6	4	-0.2	-0.4
CC(C)NC(=O)c1ccccc1NC(=O)Nc1cccc(Cl)c1	-2	-13	0.0	-0.8
Cc1cccc2nc3c(c(=O)n12)CN(C(=O)Cc1ccccc1)CC3	19	-6	0.0	0.5
CC1C(=O)N2CCCc3cc(S(=O)(=O)N(Cc4ccccc4)c4ccccc4)cc1c32 (configuration not stated)	-2	-7	-0.1	2.3
COc1ccc(C(=O)c2sc3nc(-c4cccs4)cc(-c4ccccc4)c3c2N)cc1	-14	-6	0.5	0.3
CCOC(=O)c1ccc(NNC(=S)Nc2ccccc2)c([N+](=O)[O-])c1	29	9	0.1	0.4
CC(C)N(CCNc1cc(Nc2ccc3ncccc3c2)ncn1)C(C)C	5	-2	0.6	-0.5
C=CCNc1ccc(F)c(F)c1N1CCCCCC1=O	16	-6	0.2	0.0

Grouped by structure, the entries above with a COOH group.
smiles	MITF primary	TEAD-YAP block	FBW7 act	GPR151 activ
O=C(O)CCC(=O)Nc1sc2c(c1C(=O)Nc1cccc3ccccc13)CCCCC2	4	-2	0.2	-1.9
O=C(O)CCCN(Cc1cccnc1)S(=O)(=O)c1ccc(Br)cc1	-6	3	0.0	0.2

Other results.
smiles	MITF primary	TEAD-YAP block	FBW7 act	GPR151 activ
CCN(CC)C(=O)Cn1c(=O)n(CC)c2ncccc21	-5	-3	0.0	-0.6
COC(=O)N/N=C\c1cc2c(cc1[N+](=O)[O-])OCO2	5	-6	0.0	-1.5
COC(=O)CSc1nnc(-c2ccc(OC)c(OC)c2)n1C	-11	2	0.0	0.2
COc1cc(-n2cnc3cc(C(=O)NCCN4CCOCC4)ccc32)cc(OC)c1OC	-5	-24	-0.1	1.1
N#CNc1nc(Cl)nc(Nc2ccccc2)n1	9	1	0.0	1.4
CC(C)(C)OC(=O)N[C@H](c1ccccc1)c1nc(-c2ccc(Br)cc2)no1	0	-11	-0.1	-1.8
CC(=O)Nc1ccc(NC(=O)/C=C\C(=O)O)cc1	23	-1	0.4	-0.3
CCOc1cc(S(=O)(=O)N2CCC(C(N)=O)CC2)ccc1F	19	-1	1.1	-0.6
NC(=O)NC(Cc1ccccc1)C(=O)NNC(=O)COc1cccc(C(F)(F)F)c1 (configuration not stated)	-3	2	-0.2	-0.6
CCn1c(C(=O)N2CCC(C(=O)NCc3ccc(OC)cc3)CC2)cc2sccc21	1	3	-0.1	-0.9
CC(Cl)C(=O)Nc1cccc([N+](=O)[O-])c1 (configuration not stated)	7	8	1.2	-1.9
c1ccc(-c2ccc(-c3nc(-c4cccnc4)no3)cc2)cc1	-3	-39	0.0	3.4
N#Cc1c(NC(=O)CSc2n[nH]c(=O)[nH]c2=O)sc2c1CCCC2	-4	8	-0.1	1.3
CC(C)CCNC(=O)C1CCN(S(=O)(=O)N2CCOCC2)CC1	8	5	0.3	-0.4
CCOC(=O)c1ccc(-n2nnnc2C2(Nc3ccc(NC(C)=O)cc3)CCCCC2)cc1	10	10	0.2	1.4
Cc1cc2cc3c(cc2n2c(SCC(=O)NNC(=O)C4CCCCC4)nnc12)OCO3	10	2	0.0	-0.4
O=C(c1ccc(Cn2cccn2)o1)N1CCCC(c2ncncc2-c2ccncc2)C1 (configuration not stated)	9	0	-0.1	-1.0
O=C(NCCn1nc(-c2ccco2)ccc1=O)c1ccccc1F	3	-41	0.0	0.4
CCOc1ccc(NC(=O)c2cc(S(=O)(=O)N(CC)CC)ccc2F)cc1	6	4	0.1	-1.1
O=C(COC(=O)c1cc[n+]([O-])cc1)Nc1ccc([N+](=O)[O-])cc1	-8	-5	-0.1	-0.4
COc1cccc(C(c2sc3ncnn3c2O)N2CCN(CCO)CC2)c1 (configuration not stated)	6	4	-0.2	0.1
Nc1nonc1C(=O)NCCNS(=O)(=O)c1ccc2ccccc2c1	11	-5	-0.1	0.9
CC(C)[C@@H](Cn1nc(-c2cccs2)ccc1=O)NC(=O)c1cc(-c2ccco2)on1	7	2	-0.1	2.1
Cc1cc(OCC(=O)NCc2ccncc2)cc(C)c1Br	-7	2	0.0	-0.7
N#C/C(=C\c1ccc(-c2ccccc2[N+](=O)[O-])o1)C(=O)N1CCOCC1	11	-7	-0.5	0.5
CCn1c(CNC(=O)c2ccc(OC)cc2)nnc1SCC(=O)Nc1ccccc1C	16	17	0.2	1.0
COc1ccc(CCn2c(=S)[nH]c3cc(OC)c(OC)cc3c2=O)cc1	26	0	0.1	-0.5

Not a retest: entries from further up.
smiles	MITF primary	TEAD-YAP block	FBW7 act	GPR151 activ
N#C/C(=C\c1ccc(-c2ccccc2[N+](=O)[O-])o1)C(=O)N1CCOCC1	11	-7	-0.5	0.5
CCn1c(CNC(=O)c2ccc(OC)cc2)nnc1SCC(=O)Nc1ccccc1C	16	17	0.2	1.0
COc1ccc(CCn2c(=S)[nH]c3cc(OC)c(OC)cc3c2=O)cc1	26	0	0.1	-0.5

Not a hit list; 3.4% or so of the library scored in one or more.
